# Screens from PubChem BioAssay.
# MC4R barr agon: human MC4R agonism via beta-arrestin | AID 540308 | actives 0.98% (n = 360,000) | P32245 | U2OS MC4R beta-arrestin complementation, luminescence; percent of melanotan II response, DMSO zero | activation, % at 8.9 µM;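 active = activation above a per-plate cutoff, the mean activation of sample wells on that plate plus 3 SD, cut at about 8% in these data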
# Target sequence (P32245 whole entry, looked up): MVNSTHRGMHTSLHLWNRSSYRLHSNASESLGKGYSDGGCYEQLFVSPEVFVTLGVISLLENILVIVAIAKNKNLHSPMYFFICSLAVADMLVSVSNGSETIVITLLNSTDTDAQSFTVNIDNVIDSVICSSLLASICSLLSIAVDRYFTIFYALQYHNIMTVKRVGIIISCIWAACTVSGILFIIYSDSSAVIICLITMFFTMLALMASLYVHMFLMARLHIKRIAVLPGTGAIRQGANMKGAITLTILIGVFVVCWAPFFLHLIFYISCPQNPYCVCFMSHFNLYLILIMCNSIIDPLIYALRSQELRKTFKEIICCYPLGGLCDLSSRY
# CaV13 ICDI inh: Primary screen for inhibitors of IQ motif and Ca2+-dependent inactivation inhibitor domain binding in CACNA1D, Förster resonance energy transfer in living cells, …. HEK cells, CFP/YFP FRET ICDI-IQ, plate reader, 10 min; percent FRET-ratio fall versus neutral wells. inhibition, % at 12.3 µM. actives 0.098% (n = 340,000). AID 743397;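 active = mean replicate inhibition of at least 30% and at least 1% of replicates passing that level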;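 note: 0% = median of the neutral control wells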
# Granule exo inh: lytic granule exocytosis inhibition; actives 0.66% (n = 360,000); TALL-104 LAMP-1 surface exposure, flow cytometry; cells stimulated with thapsigargin and PMA; inhibition, % at 10 µM;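 active = inhibition above about 55%, limit read from the data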
# ABCB6 inh 2: inhibitors of human ABC transporter ABCB6; fluorescence ratio to DMSO, % at 10 µM; K562-ABCB6 porphyrin accumulation, flow cytometry, 1 h; active compounds read low; actives 0.19% (n = 360,000); Q9NP58;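 active = fluorescence ratio to DMSO below 75%, the collection mean minus 3 SD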;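 note: signal is porphyrin accumulated inside mitochondria; 100% equals median channel fluorescence of DMSO control wells; lower ratio means ABCB6 inhibition with less porphyrin fluorescence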
# N-glyco inh: blocks N-linked glycosylation in D54 reporter cells; reporter increase, % at 12.5 µM; actives 0.23% (n = 360,000); D54 ERlucT glycosylation luciferase reporter, 24 h; percent of 100 nM tunicamycin response; AID 588692;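 active = mean luciferase reporter signal, scaled so untreated is 0 and the glycosylation-blocking control 100, at or above a set limit in every replicate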;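 note: luciferase carries N-glycosylation sites so blocking glycosylation raises the light; 0% = median of neutral control wells and 100% = median of 100 nM tunicamycin wells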
# MC4R antag cAMP: antagonists of human melanocortin 4 receptor (MC4R). inhibition, % at 6.5 µM. AID 540295. actives 0.48% (n = 360,000). MC4R-expressing cells, MTII-stimulated cAMP, LANCE TR-FRET. P32245;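 active = inhibition above its plate's cutoff, the mean of tested wells on that plate plus 3 SD, cut at about 29% in these data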;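 note: 0% = Melanotan II alone and 100% = Melanotan II plus saturating MCL0020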
#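 Assay system: U2OS cells stably expressing human melanocortin 4 receptor (MC4R) / Dosing: 6.5 µM / Timing: compound 30 min, challenge 1 h, detection 1 h / Measured by: Eu-cAMP/anti-cAMP TR-FRET, emission 671 nm / Replicates: singlicate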
# m5-HT2A agonist: agonists of mouse serotonin 5-HT2A receptor (HTR2A). CHO-K1 mHTR2A beta-arrestin complementation, luminescence; percent of 30 µM serotonin response. activation, % at 7.6 µM. actives 0.66% (n = 360,000). AID 624169;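 active = activation above a run cutoff, the mean activation of all tested compounds plus 3 SD, cut at about 14% in these data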;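 note: 0% = plate median of compound wells and 100% = 30 µM serotonin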
# ABHD5-PLIN5 inh: ABHD5-PLIN5 protein interaction inhibition; Q00G26+Q8WTS1; Split G. princeps luciferase complementation, luminescence, 4 h; inhibition, % at 4 µM; actives 0.78% (n = 360,000);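 active = inhibition above the mean inhibition across every tested compound plus 3 SD, cut at about 22% in these data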;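 note: 0% = DMSO only wells and the 100% control is not disclosed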
# PDI inh: PDI (human) enzyme inhibition; P07237; actives 0.052% (n = 350,000); PDI insulin aggregation turbidity, A650, 90 min; AID 588391; inhibition, % at 10 µM;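 active = mean inhibition across replicates of 30% or more, whatever share of single replicates reach that level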;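 note: absorbance from insulin aggregation driven by PDI reduction with DTT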
# Target sequence (P07237 whole entry, looked up): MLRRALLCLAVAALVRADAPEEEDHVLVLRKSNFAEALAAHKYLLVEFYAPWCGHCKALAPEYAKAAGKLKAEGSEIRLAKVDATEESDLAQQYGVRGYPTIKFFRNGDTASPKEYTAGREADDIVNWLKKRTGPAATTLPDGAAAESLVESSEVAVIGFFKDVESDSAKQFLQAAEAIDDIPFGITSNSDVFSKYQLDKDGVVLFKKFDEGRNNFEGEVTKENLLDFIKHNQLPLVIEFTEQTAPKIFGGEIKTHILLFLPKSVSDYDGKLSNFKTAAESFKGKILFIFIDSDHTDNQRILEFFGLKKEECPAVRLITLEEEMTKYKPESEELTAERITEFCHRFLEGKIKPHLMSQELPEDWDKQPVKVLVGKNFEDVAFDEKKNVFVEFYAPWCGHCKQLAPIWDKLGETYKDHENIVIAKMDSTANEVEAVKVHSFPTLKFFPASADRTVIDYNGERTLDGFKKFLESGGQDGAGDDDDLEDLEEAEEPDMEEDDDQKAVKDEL
# H9c2 protect: protects H9c2 cardiomyocytes from peroxide injury | protection from H2O2 cell death, % at 20 µM | H2O2 injury protection, ATPLite, 2 h | actives 0.63% (n = 360,000) | AID 588492;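 active = compounds giving at least 50% protection of heart cells from peroxide-induced death in the single-dose screen, raw or plate-pattern-corrected value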;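 note: 0% = DMSO wells with peroxide and 100% = DMSO wells without peroxide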
# Starred values were filed as active, the others as inactive; . = not tested or not shown. An unsorted share of the library; overall some 4.2% were active at least once.
SMILES,MC4R barr agon,CaV13 ICDI inh,Granule exo inh,ABCB6 inh 2,N-glyco inh,MC4R antag cAMP,m5-HT2A agonist,ABHD5-PLIN5 inh,PDI inh,H9c2 protect
CCc1ccc(N2C(=O)c3ccc4c5c(ccc(c35)C2=O)CC4)cc1,-1.1,.,-0.3,95.0,2.8,-1.0,-2.3,-6.0,-3.9,0.0
Cc1cc(C)c(C(N)=O)c(SCC(=O)c2ccc(Cl)cc2)n1,-2.0,-7.7,4.8,94.0,1.2,-0.2,3.5,-2.3,-0.6,-4.4
Cc1cc(N2CCOCC2)nc(-c2ccc(Br)cc2)n1,-2.5,-4.5,-6.9,100.0,-0.6,-11.9,-0.6,5.9,6.0,-0.6
Cc1cnc(C(=O)Nc2cc(S(=O)(=O)N3CCOCC3)ccc2N2CCN(C)CC2)cn1,0.7,-3.1,-4.9,100.0,2.0,0.6,1.2,0.2,-4.2,3.1
CC(C)C(N)c1csc(Nc2ccc(S(C)(=O)=O)cc2)n1 (configuration not stated),-1.5,-4.5,-6.9,97.0,1.4,6.7,2.1,0.4,6.0,7.0
Cc1cc(C(=O)NNC(=O)Nc2ccccc2)no1,2.5,-18.9,-0.2,100.0,1.6,18.5,0.6,-3.8,0.8,8.5
Cc1ccc(S(=O)(=O)N(C)C)cc1NS(=O)(=O)c1ccc(Cl)s1,0.8,-4.8,-0.2,100.0,-0.7,-7.0,5.3,2.8,0.4,-3.0
O=C(NNc1cc(Cl)cc(Cl)c1)C1CCC1,-2.3,-1.6,-9.5,97.0,0.4,11.3,11.1,-3.4,-1.1,-4.6
Nc1ccc(S(=O)(=O)N2CCCc3ccccc32)cc1,1.5,8.0,-8.4,103.0,0.6,2.2,-3.6,-1.1,-6.6,0.9
Cn1c(C(=O)N2CCCc3ccccc32)cc2sccc21,1.4,-7.9,0.1,98.0,-0.2,-1.4,5.2,-3.3,-2.0,-2.4
O=C(Nc1nnc(CCS(=O)(=O)c2ccc(Br)cc2)s1)c1ccc([N+](=O)[O-])cc1,-1.4,-5.1,-2.4,88.0,1.1,11.8,-0.9,1.0,14.1,-12.0
CCC(CC)c1nnc(NC(=O)C2CC(=O)N(CCc3ccc(F)cc3)C2)s1 (configuration not stated),1.7,-6.7,-11.6,99.0,0.4,3.5,1.7,-6.8,-11.8,-8.3
O=C(c1cc(COc2cccc3cccnc23)on1)N1CCC[C@H]1CO,-0.4,-6.6,-13.2,96.0,2.0,-1.0,2.8,4.9,-7.2,1.9
C[C@](N)(Cc1ccc(O)c(O)c1)C(=O)O,-1.8,-4.8,0.3,98.0,-0.5,0.6,3.2,-0.8,3.1,2.3
CC1(C)NC(=O)N(CC(O)COc2ccccc2C(=O)Nc2ccccc2)C1=O (configuration not stated),-0.5,-4.3,-1.3,96.0,0.4,1.5,-2.7,4.7,-0.6,15.6
CCC1CN(C(=O)NCc2cccc(OC)c2)c2cc(Cl)ccc2O1 (configuration not stated),2.4,-3.3,-2.8,98.0,-2.3,6.5,-1.2,4.9,-6.3,3.5
CCCC(=O)Nc1c2c(nn1-c1ccccc1)CSC2,-2.0,-14.3,2.1,97.0,0.6,2.6,5.8,-7.9,0.0,3.7
Cc1csc(CN(C)C(=O)C2CCC(=O)N(CCN(C)C)C2)n1 (configuration not stated),1.7,-6.8,-3.1,103.0,1.0,14.0,-3.0,-4.4,-3.5,2.3
COc1ccc(N(CC(=O)Nc2c(C)n(C)n(-c3ccccc3)c2=O)S(=O)(=O)c2ccccc2)cc1OC,-3.5,-7.5,2.7,103.0,-1.2,-3.0,1.2,-3.9,0.5,2.8
CCCOc1ccc(F)cc1-c1cc(C(=O)Nc2ccc(OC)c(OC)c2)[nH]n1,1.8,-8.6,-10.2,99.0,-1.6,3.0,-0.8,-15.6,-6.0,9.5
COc1ccccc1CNC(=O)C(=O)c1cn(CC(=O)N2CCCCC2)c2ccccc12,-0.8,-11.6,-1.8,98.0,-3.4,11.7,13.9,-4.4,-5.3,13.4
CC(=O)c1cc(-c2ccccc2)n(CC(=O)N2CCCCC2)c1C,3.6,-6.2,0.0,98.0,-0.7,10.4,-0.3,2.2,-2.2,0.4
Cc1ccsc1-c1cc(C(=O)O)c2c(ccc3ccccc32)n1,-1.4,-2.2,-7.5,99.0,3.5,4.0,7.4,3.2,-9.0,-3.4
Cc1occc1C(=O)NC1CCCN(Cc2ccc(CC(C)C)cc2)C1 (configuration not stated),1.2,-9.3,-6.2,97.0,-2.2,14.3,-4.5,2.9,-4.1,-16.6
CC(C)[C@H](NC(=O)c1ccccc1)C(=O)OCc1nnc(-c2ccccc2)o1,-0.6,-2.7,-1.6,100.0,0.6,5.2,-2.0,-4.5,4.5,7.3
COc1ccc(OC)c(CCNC(=O)c2cccc(NC3=NC4CS(=O)(=O)CC4S3)c2)c1 (configuration not stated),0.1,-7.3,-5.6,91.0,2.1,-5.2,6.5,1.3,.,5.0
CC(C)NC(=O)N(O)C1N(C(C)C)C(=O)N(Cc2ccc3c(c2)OCO3)C1(C)C (configuration not stated),3.0,-2.3,-2.9,100.0,0.7,3.5,1.7,-3.1,-5.6,2.8
O=C(/C=C/c1ccco1)NC(=S)Nc1ccc(O)c(-c2nc3ccccc3s2)c1,-2.4,-5.2,1.1,98.0,-0.9,-4.8,-0.5,6.7,11.1,-6.7
Cc1ccc(C(=O)NC2=NCCS2)cc1Cl,-0.8,.,-12.7,107.0,-5.2,3.1,8.7,4.9,4.8,-5.1
CCOC(=O)C1CCCN(C(=O)C2CCN(S(=O)(=O)c3c(C)noc3/C=C/c3ccccc3F)CC2)C1 (configuration not stated),2.0,-1.7,4.9,90.0,-3.1,26.8,-4.0,2.7,1.3,24.2
Cc1ccc(S(=O)(=O)N2CCN(CCC#N)CC2)cc1,-0.8,-2.6,1.2,100.0,0.5,1.4,-3.1,1.1,9.2,1.0
COc1ccc(F)cc1S(=O)(=O)N1CCN(c2ccccn2)CC1,-1.5,-18.8,-1.0,101.0,0.1,3.3,-1.0,-3.0,1.4,0.8
COc1ccc(-n2c(SCc3ccc(C#N)cc3)nnc2-c2ccccn2)cc1,1.8,-8.5,-0.5,88.0,-4.2,12.5,5.2,2.2,-5.2,9.3
Nc1cccc2c1C(=O)c1ccc(Cl)cc1C2=O,-1.9,-18.2,4.5,200.0,6.7,14.4,-3.8,2.9,1.2,-2.3
CC1(C)CC(=O)C=C(c2ccc(-c3ccccc3)cc2)C1=O,-0.2,-6.5,-2.7,100.0,0.6,11.6,-3.7,3.9,5.6,-26.9
Cc1ccc2[nH]c(C)c(CCNC(=O)c3c(N)no[n+]3[O-])c2c1,-0.2,3.6,-8.8,99.0,0.2,25.8,-0.6,0.6,-1.1,-4.5
Cc1ccc(Cl)c(NC(=O)COC(=O)C2CCC2)c1Cl,-1.4,-6.1,6.9,99.0,0.5,6.5,4.3,7.7,0.7,-1.9
CCCCSc1ccc2nc(-c3ccc(C#N)cc3)cn2c1,2.3,-5.2,-2.3,107.0,-2.2,2.0,0.4,2.9,5.4,-27.0
CC(C)(C)c1ccc(C(=O)N/N=C/c2ccccn2)cc1,0.3,-4.1,-8.3,102.0,8.2,-4.6,4.8,-7.4,4.0,37.1
O=c1cc(-c2ccccc2Cl)oc2cc(O)cc(O)c12,1.6,-4.2,6.4,103.0,-1.7,-24.0,-4.7,-2.1,-5.5,-2.0
O=C(CS(=O)(=O)c1cn(Cc2ccc(Cl)cc2)c2ccccc12)N1CCCC1,-1.4,-5.9,-0.4,97.0,-1.3,14.1,-5.1,-6.2,.,-6.3
CC(=O)c1c(C)[nH]c(C(=O)CSc2nnc(NC3CC3)s2)c1C,-0.5,-6.0,-1.0,94.0,-0.5,15.0,6.5,-2.0,-0.6,-6.7
COC(=O)CSc1ccc(C#N)c(SCC(=O)OC)c1,-1.4,.,3.3,94.0,3.2,35.2*,-0.2,3.3,12.5,-6.8
Cc1ccc(S(=O)(=O)N2CCOCC2)cc1NC(=O)COC(=O)CNC(=O)c1ccc(Cl)cc1Cl,-2.7,-6.1,2.3,97.0,2.1,7.5,1.5,4.2,0.9,1.2
OC(CNCC1CCCO1)Cn1c2ccc(Cl)cc2c2cc(Cl)ccc21 (configuration not stated),8.9*,-7.4,54.3,92.0,-5.3,-7.4,2.2,35.4*,-7.3,-16.4
C=CCOc1ccc(Br)cc1/C=N/O,-1.6,-5.5,0.5,101.0,-1.6,-6.7,-0.5,-6.4,3.5,-7.8
O=C(C(=O)c1ccc(O)c(O)c1)c1ccc(O)c(O)c1,-3.1,-6.4,2.2,97.0,0.0,-0.1,2.2,-3.2,16.4,3.1
COc1ccc(NC(C)=O)cc1S(=O)(=O)Nc1ccccc1C(=O)N1CCCC1,-2.5,-6.7,-1.7,93.0,0.4,5.9,1.7,4.0,-9.6,4.8
Cc1c(CC(=O)NCC(=O)NCC(=O)O)c(=O)oc2c(C)c3oc4c(c3cc12)CCCC4,-2.3,-4.4,-3.8,98.0,-0.9,17.8,-3.7,-4.8,8.4,3.8
CC(=O)c1ccccc1OCC(O)CN1CCN(c2ccccn2)CC1 (configuration not stated),1.3,-4.4,-18.5,105.0,2.1,2.6,-6.2,16.3,-3.7,1.3
COC(=O)CCCC1=CC2=CC(=O)C(C)(OC(=O)c3cccs3)C(=O)C2=CN1CCc1c[nH]c2ccccc12 (configuration not stated),0.2,-5.2,-1.3,99.0,3.4,-0.7,6.9,-11.8,-0.9,0.3
O=C(c1ccc([N+](=O)[O-])c(CS(=O)(=O)c2ccc(Cl)cc2)c1)N1CCCC1,-0.3,-4.2,0.7,95.0,-0.2,-3.0,8.5,3.3,6.2,8.7
O=C1/C(=C\c2ccncc2)SC(=S)N1C1CCCCC1,3.4,-3.5,6.7,98.0,3.3,15.8,2.5,5.4,1.1,0.6
Cc1ccc(C)c(S(=O)(=O)NCCN2CCOCC2)c1,-2.1,-5.2,-4.4,100.0,1.6,12.8,-3.2,10.0,-4.6,1.2
COc1ccc(NC(=O)Nc2ccccc2F)cc1,1.3,-7.5,6.0,96.0,-12.6,19.9,4.7,-6.6,-5.5,-12.8
Nc1ncnc2c1cnn2C1CC(O)C(CO)O1 (configuration not stated),-1.4,-6.8,3.9,101.0,0.5,1.4,4.9,2.0,-4.6,1.6
COc1ccc(CC(=O)OC(C)C(=O)Nc2c(C)n(C)n(-c3ccccc3)c2=O)cc1OC (configuration not stated),-3.3,-1.8,-1.4,84.0,0.6,10.3,1.6,-4.5,-4.8,9.7

# Looked up one by one from the entries so far, 2 records:
SMILES,MC4R barr agon,CaV13 ICDI inh,Granule exo inh,ABCB6 inh 2,N-glyco inh,MC4R antag cAMP,m5-HT2A agonist,ABHD5-PLIN5 inh,PDI inh,H9c2 protect
COc1ccc(NC(=O)Nc2ccccc2F)cc1,1.3,-7.5,6.0,96.0,-12.6,19.9,4.7,-6.6,-5.5,-12.8
O=C(NNc1cc(Cl)cc(Cl)c1)C1CCC1,-2.3,-1.6,-9.5,97.0,0.4,11.3,11.1,-3.4,-1.1,-4.6
